Assay outcomes deposited in PubChem BioAssay by Broad Institute.
BioA inh = inhibitors of Mycobacterium tuberculosis BioA enzyme | purified M. tuberculosis BioA enzyme, plate reader | inhibition, % at 9.99 µM | 360,000 compounds, 0.096% hits | AID 602481; in the data active = inhibition above about 40%
* = called active by the depositor; & = joins results of further samples. Some of the compounds tested (hit frequency here may not be typical).

SMILES	BioA inh
O=C(C1CC1)N1C[C@@H]2[C@H](c3ccccc31)[C@H](CO)N2C(=O)c1ccccc1F	-4.5
COc1ccc(-c2ccc3c(c2)O[C@H](CN(C)C(=O)Nc2ccccc2F)[C@H](C)CN([C@@H](C)CO)S3(=O)=O)cc1	-1.2
CC(C)NC(=O)Nc1ccc2c(c1)CC(=O)N([C@H](C)CO)C[C@@H](C)[C@@H](CN(C)Cc1ccncc1)O2	4.2
C[C@@H]1CN([C@@H](C)CO)S(=O)(=O)c2ccc(-c3cccc(C#N)c3)cc2O[C@H]1CN(C)C(=O)Nc1ccccc1F	-1.0
CCCNC(=O)N1C[C@@H](O)COC[C@H]2O[C@H](CC(=O)NCCCN3CCOCC3)CC[C@@H]21	2.8
C[C@H](CO)N1C[C@H](C)[C@@H](CN(C)Cc2ccccc2C(=O)O)Oc2ncc(C#CC3CC3)cc2C1=O	0.2
C[C@@H]1CN([C@H](C)CO)C(=O)Cc2cc(NC(=O)CCCCCC(=O)Nc3ccccc3N)ccc2O[C@H]1CN(C)Cc1ccc(-c2ccccc2)cc1	-1.7
COc1ccc(CNC(=O)C[C@H]2C[C@H]3c4cc(NC(=O)CN(C)C)ccc4O[C@H]3[C@@H](CO)O2)cc1	0.5
CO[C@@H]1CN(C)C(=O)c2ccc(NS(=O)(=O)CC(F)(F)F)cc2OC[C@H](C)N(Cc2nccs2)C[C@@H]1C	-0.2
CNC[C@@H]1Oc2cc(C#Cc3cccnc3)ccc2S(=O)(=O)N([C@H](C)CO)C[C@H]1C	3.2
COc1cccc(S(=O)(=O)Nc2ccc3c(c2)[C@@H]2C[C@@H](CC(=O)NCC(F)(F)F)O[C@@H](CO)[C@@H]2O3)c1	-0.7
C[C@H](CO)N1C[C@H](C)[C@H](CN(C)C)Oc2ncc(-c3ccccc3)cc2C1=O	-0.7&-2.7
O=C(C[C@@H]1CC[C@H](NC(=O)c2cccc(F)c2)[C@@H](CO)O1)NCc1ccc(Oc2ccccc2)cc1	2.2
C[C@@H]1CN([C@@H](C)CO)C(=O)c2cc(NC(=O)c3ccncc3)ccc2O[C@@H](C)CCCCO[C@@H]1CN(C)C(=O)c1ccncc1	-0.6
Cc1cc(C(=O)Nc2cccc3c2O[C@H](CN(C)C(=O)Nc2ccc4c(c2)OCO4)[C@H](C)CN([C@@H](C)CO)C3=O)n(C)n1	-0.9
C[C@H](CO)N1C[C@H](C)[C@H](CN(C)S(=O)(=O)c2ccc(F)cc2)Oc2c(NC(=O)C3CC3)cccc2C1=O	-1.2
CO[C@H](CN(C)C(=O)c1cc(Cl)cc(Cl)c1)[C@@H](C)CN(C(=O)Nc1ccc(F)cc1)[C@@H](C)CO	-2.6
C[C@H](CO)N1C[C@H](C)[C@H](CN(C)C(=O)Nc2cccc3ccccc23)Oc2ccc(NC(=O)Cc3ccccc3)cc2CC1=O	2.4
C[C@H](CO)N1C[C@H](C)[C@@H](CN(C)Cc2ccccc2)Oc2ccc(NC(=O)Nc3ccc(C(F)(F)F)cc3)cc2C1=O	0.7
CC(C)NC(=O)N(C)C[C@@H]1OCCCC[C@@H](C)Oc2ccc(NC(=O)Nc3ccccc3)cc2C(=O)N([C@@H](C)CO)C[C@@H]1C	0.4
C[C@H](CO)N1C[C@H](C)[C@@H](CN(C)Cc2ccccc2)Oc2ccc(NC(=O)C3CCCCC3)cc2CC1=O	2.2
CN(C)C(=O)C[C@@H]1CC[C@H]2[C@@H](COC[C@H](O)CN2C(=O)C2CC2)O1	-1.9
C[C@@H]1CCCCO[C@@H](CN(C)Cc2ccc(C(F)(F)F)cc2)[C@@H](C)CN([C@@H](C)CO)C(=O)c2cc(NC(=O)CCCN(C)C)ccc2O1	1.1
CCc1cnc(N2[C@@H](C#N)[C@@H](c3ccccc3)[C@@H]2CO)s1	2.4
C[C@H](NC(=O)[C@@H]1[C@@H](CO)[C@@H]2Cn3c(cccc3=O)[C@@H]2N1CCC(F)(F)F)c1ccccc1	-1.0

Additional entries:
SMILES	BioA inh
COc1ccc(CN(C)C[C@H]2Oc3ccc(NC(=O)c4ccncc4)cc3CC(=O)N([C@@H](C)CO)C[C@H]2C)cc1	-1.9
CCNC(=O)[C@H]1[C@H](CO)[C@H]2Cn3c(ccc(-c4ccccc4)c3=O)[C@H]2N1Cc1cccnc1	2.2
C[C@H](CO)N1C[C@H](C)[C@H](CN(C)C(=O)Cc2ccncc2)Oc2cc(C#CC3CC3)ccc2S1(=O)=O	-2.1
C[C@H](CO)N1C[C@H](C)[C@H](CN(C)S(=O)(=O)c2ccccc2)Oc2ncc(-c3ccncc3)cc2C1=O	0.1
N#C[C@H]1[C@H](c2ccc(-c3ccccc3)cc2)[C@H](CO)N1C(=O)Cc1ccncc1	-0.1
COc1ccccc1-c1cn(CC[C@@H]2CC[C@H](NC(=O)C3CCOCC3)[C@@H](CO)O2)nn1	-3.0
CO[C@@H]1CC[C@@H]2CCN(C)C(=O)C[C@H](c3ccccc3)CN(C)C(=O)c3cccc(C#N)c3OC[C@@H]1O2	-0.8
O=C(Cc1ccccc1)N1CCCCN2[C@H](CO)[C@H](c3ccc(C#CC4(O)CCCC4)cc3)[C@H]2C1	-2.3
C[C@@H]1CCCCO[C@H](CN(C)C(=O)Cc2ccccc2)[C@H](C)CN([C@H](C)CO)C(=O)c2cc(NC(=O)CCC(F)(F)F)ccc2O1	1.7
COCC#Cc1ccc([C@H]2[C@H]3CN(C(=O)CN(C)C)CCCCN3[C@H]2CO)cc1	0.5
O=C(C[C@@H]1CC[C@@H]2[C@H](COC[C@H](O)CN2S(=O)(=O)c2ccc(Cl)cc2)O1)NCCN1CCCC1	0.4
COCC#Cc1cnc2c(c1)C(=O)N([C@@H](C)CO)C[C@@H](C)[C@H](CN(C)C(=O)c1cnccn1)O2	1.8
COC(=O)C[C@@H]1CC[C@@H]2[C@H](COc3ccc(NC(=O)c4cccs4)cc3C(=O)N2C)O1	5.1
C[C@@H]1CN([C@@H](C)CO)S(=O)(=O)c2ccc(C#Cc3cccnc3)cc2O[C@H]1CN(C)C(=O)CN(C)C	0.2
C[C@H]1CN([C@@H](C)CO)C(=O)c2cc(C#CC3CCCCC3)cnc2O[C@H]1CN(C)S(=O)(=O)c1ccc(F)cc1	1.8&-5.4
C[C@H](CO)N1C[C@H](C)[C@H](CN(C)Cc2ccncc2)OCCCC[C@H](C)Oc2ccc(NC(=O)NC3CCCCC3)cc2C1=O	3.1
COc1ccc(-c2ccc3c(c2)[C@H]2[C@H](CCN2S(=O)(=O)c2ccc(OC)cc2)[C@@H](CO)N3)cc1	0.3
O=C(O)[C@H]1[C@H](CO)[C@H]2Cn3c(ccc(/C=C/c4ccccc4)c3=O)[C@H]2N1Cc1ccc2c(c1)OCO2	4.4
CCCNC(=O)C[C@H]1C[C@@H]2c3cc(NS(=O)(=O)c4ccc(F)cc4)ccc3O[C@@H]2[C@H](CO)O1	-1.8
COc1ccccc1S(=O)(=O)N[C@H]1CC[C@H](CCNC(=O)C2CCOCC2)O[C@H]1CO	-3.1
Cc1ccc(-c2cnc3c(c2)C(=O)N([C@@H](C)CO)C[C@H](C)[C@H](CN(C)C(=O)c2ccc(F)cc2)O3)cc1	1.8
C[C@H](CO)N1C[C@H](C)[C@H](CN(C)Cc2ccc(Oc3ccccc3)cc2)Oc2ccc(NC(=O)CCN3CCOCC3)cc2C1=O	1.8
O=C(C[C@@H]1C=C[C@H](NS(=O)(=O)c2ccc(F)cc2)[C@@H](CO)O1)N1CCC(Cc2ccccc2)CC1	4.8
C[C@@H]1CN([C@@H](C)CO)C(=O)c2cccc(N(C)C)c2O[C@@H]1CN(C)Cc1ccc(Cl)c(Cl)c1	-0.3
O=C(Nc1ccc(F)cc1)N[C@@H]1CC[C@@H](CCn2cc(-c3ccc(F)cc3)nn2)O[C@H]1CO	0.3

Pulled by structure from above, 6 records:
SMILES	BioA inh
C[C@H](CO)N1C[C@H](C)[C@H](CN(C)Cc2ccncc2)OCCCC[C@H](C)Oc2ccc(NC(=O)NC3CCCCC3)cc2C1=O	3.1
COc1ccc(CN(C)C[C@H]2Oc3ccc(NC(=O)c4ccncc4)cc3CC(=O)N([C@@H](C)CO)C[C@H]2C)cc1	-1.9
COCC#Cc1ccc([C@H]2[C@H]3CN(C(=O)CN(C)C)CCCCN3[C@H]2CO)cc1	0.5
C[C@H](CO)N1C[C@H](C)[C@H](CN(C)S(=O)(=O)c2ccccc2)Oc2ncc(-c3ccncc3)cc2C1=O	0.1
O=C(Cc1ccccc1)N1CCCCN2[C@H](CO)[C@H](c3ccc(C#CC4(O)CCCC4)cc3)[C@H]2C1	-2.3
COCC#Cc1cnc2c(c1)C(=O)N([C@@H](C)CO)C[C@@H](C)[C@H](CN(C)C(=O)c1cnccn1)O2	1.8

Three entries from above, ordered by heavy-atom count, falling:
SMILES	BioA inh
O=C(O)[C@H]1[C@H](CO)[C@H]2Cn3c(ccc(/C=C/c4ccccc4)c3=O)[C@H]2N1Cc1ccc2c(c1)OCO2	4.4
O=C(Cc1ccccc1)N1CCCCN2[C@H](CO)[C@H](c3ccc(C#CC4(O)CCCC4)cc3)[C@H]2C1	-2.3
CCCNC(=O)C[C@H]1C[C@@H]2c3cc(NS(=O)(=O)c4ccc(F)cc4)ccc3O[C@@H]2[C@H](CO)O1	-1.8

Other entries
SMILES	BioA inh
CC=Cc1ccc2n(c1=O)C[C@H]1[C@H](CO)[C@@H](C(=O)NCCC)N(Cc3ccccn3)[C@@H]21 (mixture of isomers)	-1.1
C[C@H]1CN([C@@H](C)CO)C(=O)c2cc(-c3ccncc3)cnc2O[C@@H]1CN(C)C(=O)C1CCOCC1	0.1
Cc1ccc(-c2ccc3c(c2)O[C@@H](CN(C)Cc2ccc(C(=O)O)cc2)[C@H](C)CN([C@@H](C)CO)S3(=O)=O)cc1	8.2
O=S(=O)(c1ccccc1)N1C[C@@H]2[C@H](c3ccccc31)[C@@H](CO)N2Cc1ccccc1	-2.3
C[C@@H]1CCCCO[C@@H](CN(C)S(=O)(=O)c2ccc(Cl)cc2)[C@H](C)CN([C@H](C)CO)C(=O)c2cc(NS(=O)(=O)c3ccc(Cl)cc3)ccc2O1	-0.3
CCS(=O)(=O)NCC[C@@H]1CC[C@H](NC(=O)Nc2cc(Cl)cc(Cl)c2)[C@@H](CO)O1	0.8
O=C(C[C@H]1CC[C@H]2[C@@H](COC[C@H](O)CN2Cc2cccc(Cl)c2)O1)NCC1CCCCC1	0.3
C[C@@H]1CN([C@@H](C)CO)C(=O)Cc2cc(NC(=O)Cc3ccccc3)ccc2O[C@@H]1CN(C)S(=O)(=O)c1ccccc1	1.4
O=C(C[C@H]1C[C@@H]2c3cc(NC(=O)NC4CCCC4)ccc3O[C@@H]2[C@H](CO)O1)NCc1ccc2c(c1)OCO2	-1.2
C[C@H]1CCCCO[C@@H](CN(C)CC2CCCCC2)[C@@H](C)CN([C@@H](C)CO)C(=O)c2cc(NS(=O)(=O)c3cn(C)cn3)ccc2O1	-0.6
COC(=O)[C@@H]1[C@@H](CO)[C@@H]2Cn3c(ccc(-c4ccccc4)c3=O)[C@@H]2N1Cc1ccccn1	-1.6
CCC(=O)N1[C@@H]2Cn3c(ccc(C4=CCCCC4)c3=O)[C@H]1[C@@H](C(=O)N[C@@H](C)c1ccccc1)[C@@H]2CO	-0.4
COc1ccc(S(=O)(=O)N(C)C[C@H]2Oc3c(NC(=O)Nc4cccc5ccccc45)cccc3C(=O)N([C@H](C)CO)C[C@H]2C)cc1	-0.8
CCS(=O)(=O)Nc1ccc2c(c1)C(=O)N(C)C[C@H](OC)[C@@H](C)CN(Cc1ccccn1)[C@@H](C)CO2	0.4
CO[C@H]1CN(C)C(=O)c2cc(C#N)ccc2OC[C@H]2O[C@H](CC[C@H]2OC)CCN(C)C(=O)[C@H]1C	-2.1
Cc1noc(C)c1S(=O)(=O)Nc1cccc2c1O[C@@H](CN(C)Cc1ccc(C(=O)O)cc1)[C@@H](C)CN([C@H](C)CO)C2=O	-1.2
CNC[C@@H]1Oc2c(NC(=O)C3CC3)cccc2C(=O)N([C@@H](C)CO)C[C@@H]1C	-0.2
O=C1c2ccccc2C(=O)N1CC1CCN(Cc2ccc(OCCO)cc2)CC1	0.2
C[C@H](CO)N1C[C@H](C)[C@H](CN(C)S(=O)(=O)c2ccc(Cl)cc2)Oc2ccc(NC(=O)Nc3cccc4ccccc34)cc2C1=O	-0.5
CC(C)NC(=O)N1C[C@@H]2[C@H](c3ccccc31)[C@H](CO)N2C(=O)Nc1cccc(F)c1	16
CNC[C@H]1OCCCC[C@H](C)Oc2ccc(NS(=O)(=O)c3ccc(C)cc3)cc2C(=O)N([C@H](C)CO)C[C@H]1C	0.2
CCc1csc(N2[C@@H](C#N)[C@@H](c3ccc(C#Cc4ccc(F)cc4)cc3)[C@@H]2CO)n1	-2.7
O=C(C[C@H]1C=C[C@@H](NC(=O)C2CCOCC2)[C@@H](CO)O1)NCc1ccncc1	0.9
C[C@H]1CN([C@@H](C)CO)C(=O)c2cc(Br)cnc2O[C@@H]1CN(C)Cc1ccncc1	0.3
C[C@@H]1CN([C@@H](C)CO)C(=O)c2cc(NC(=O)C3CCCCC3)ccc2O[C@@H](C)CCCCO[C@H]1CN(C)Cc1ccc2c(c1)OCO2	-0.5

(listing goes on)
SMILES	BioA inh
C[C@@H]1CCCCO[C@@H](CN(C)Cc2ccncc2)[C@@H](C)CN([C@@H](C)CO)C(=O)c2cc(NC(=O)c3ccccc3)ccc2O1	0.1
C[C@@H]1CN([C@H](C)CO)C(=O)Cc2cc(NC(=O)Nc3ccc(C(F)(F)F)cc3)ccc2O[C@@H]1CN(C)C(=O)Nc1ccc(F)cc1	-0.1
CO[C@H]1CN(C)C(=O)c2cc(NC(=O)C3CCCCC3)ccc2OC[C@H](C)N(C(=O)c2ccccc2)C[C@H]1C	-0.4
C[C@H]1CN([C@@H](C)CO)S(=O)(=O)c2ccc(C#CC(C)(C)O)cc2O[C@@H]1CN(C)Cc1ccc(F)cc1	-2.1
C[C@H](CO)N1C[C@H](C)[C@H](CN(C)CC2CC2)OCCCC[C@H](C)Oc2ccc(NC(=O)c3ccncc3)cc2C1=O	-1.6
CC(C)NC(=O)Nc1ccc2c(c1)C(=O)N([C@@H](C)CO)C[C@@H](C)[C@H](CN(C)C(=O)c1ccccc1)OCCCC[C@@H](C)O2	0.8
